# MrgX1 PAM – human MrgX1 positive allosteric modulation, primary screen | MrgX1-HEK293, Fluo-4 calcium flux, FDSS; stronger effect = higher value | 310,000 tested, 0.63% active | Q96LB2 | B-score at 10 µM;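 active = plate-corrected calcium response at least 3 library SD above typical, normal starting fluorescence, not activating the receptor alone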;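 also: compound read alongside a low EC10 to EC30 dose of BAM8-22 agonist; peak minus trough fluorescence over baseline measured at the second addition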
# TMEM16A inh – inhibitors of mouse TMEM16A calcium-activated chloride channel | Q8BHY3 | 310,000 tested, 1.2% active | normalized B-score (activity score, 25-100; higher = stronger inhibition) at 10 µM | HEK293 TMEM16A/YFP iodide influx fluorescence, ionomycin;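 active = ratio plate-corrected score three or more library SD toward inhibition, starting fluorescence score within five deviations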;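 also: score derived from kinetic fluorescence span divided by baseline fluorescence per well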
# TRPC6 inh – blocks the mouse TRPC6 cation channel | Q61143 | HEK293-TRPC6, membrane potential dye, ACh-evoked depolarization; stronger effect = lower value | B-score at 10 µM | 310,000 tested, 1.1% active | AID 2553;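 active = B-score under library mean minus 3 SD, initial fluorescence not abnormally high, positive integrated signal ratio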;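 also: B-score derived from integrated fluorescence ratio over the kinetic read; more negative B-score means stronger inhibition of depolarization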
# TRPC4 inh – inhibitors of mouse TRPC4 channel | HEK293 TRPC4beta/mu-opioid, DAMGO-evoked Fluo4 calcium flux; stronger effect = lower value | B-score at 10 µM | 300,000 tested, 0.39% active;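 active = B-score over 3 SD under the library average, no early fluorescence shift, positive overall ratio signal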
# Target sequence (Q9QUQ5 whole entry, looked up): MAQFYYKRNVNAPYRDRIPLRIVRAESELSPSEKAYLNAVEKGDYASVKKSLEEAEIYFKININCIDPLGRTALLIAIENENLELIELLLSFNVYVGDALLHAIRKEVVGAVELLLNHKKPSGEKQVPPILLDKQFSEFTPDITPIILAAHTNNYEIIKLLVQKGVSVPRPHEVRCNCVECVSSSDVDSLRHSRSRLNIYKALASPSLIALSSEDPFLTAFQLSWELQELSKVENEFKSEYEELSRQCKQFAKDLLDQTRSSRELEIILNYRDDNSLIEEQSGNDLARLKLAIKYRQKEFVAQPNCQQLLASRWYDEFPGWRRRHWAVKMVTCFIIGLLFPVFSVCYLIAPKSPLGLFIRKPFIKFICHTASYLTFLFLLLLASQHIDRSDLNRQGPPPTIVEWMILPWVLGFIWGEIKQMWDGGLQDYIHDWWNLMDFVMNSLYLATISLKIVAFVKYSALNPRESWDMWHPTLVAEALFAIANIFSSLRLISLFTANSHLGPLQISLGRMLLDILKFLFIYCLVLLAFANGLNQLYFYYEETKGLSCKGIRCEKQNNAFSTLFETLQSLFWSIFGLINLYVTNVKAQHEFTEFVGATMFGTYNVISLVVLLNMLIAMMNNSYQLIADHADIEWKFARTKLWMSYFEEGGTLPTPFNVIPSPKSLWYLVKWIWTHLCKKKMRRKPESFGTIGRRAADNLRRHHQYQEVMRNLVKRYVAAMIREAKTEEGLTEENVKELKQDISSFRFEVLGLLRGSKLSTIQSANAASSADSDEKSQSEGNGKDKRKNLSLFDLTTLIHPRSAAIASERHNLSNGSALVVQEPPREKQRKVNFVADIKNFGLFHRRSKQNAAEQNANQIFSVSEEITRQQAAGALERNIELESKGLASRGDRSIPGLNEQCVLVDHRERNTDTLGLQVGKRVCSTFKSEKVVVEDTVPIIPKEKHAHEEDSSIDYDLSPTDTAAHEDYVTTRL
#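 Test system – stable TRPC4beta/mu-opioid receptor HEK293 cells · Probe or stimulus – DAMGO, a submaximal dose followed by a maximal one · Dosing – one concentration per compound · Signal – Fluo4 calcium fluorescence by kinetic imaging, 5 s 1 Hz baseline · Evaluation – per-well B score of integrated baseline-normalized Fluo4 ratio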
# MrgX1 ag – agonists of human MrgX1 receptor; MrgX1-HEK293 cells, Fluo-4 calcium fluorescence, agonist mode; stronger effect = higher value; B-score at 10 µM; 310,000 tested, 0.44% active; Q96LB2;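 active = calcium response B-score plate-corrected fluorescence ratio at least 3 library SD, with starting fluorescence B-score inside 5 SD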
#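 Material: MrgX1-expressing HEK293 cells / Dosing: compound as first of three additions / Incubation: overnight seeding, then 1 h dark dye loading / Signal: Fluo-4 NW calcium fluorescence / Evaluation: B-scored fluorescence response ratio / Benchmarks: positive and negative control wells on each plate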
# MrgX1 antagonist – antagonists of human MrgX1 receptor | MRGX1-HEK293 calcium flux, Fluo-4, BAM8-22 antagonism; stronger effect = lower value | B-score at 10 µM | 310,000 tested, 1.3% active | AID 588676;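 active = calcium-response B-score plate-corrected more than 3 library SD below zero, starting fluorescence within 5 deviations, no agonist response on first addition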;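 also: peak minus trough fluorescence over baseline after final BAM8-22 challenge near maximal dose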
# TRPC4 agonist – activators of mouse TRPC4 channel; B-score at 10 µM; Q9QUQ5; HEK293 TRPC4beta/mu-opioid, Fluo4 calcium fluorescence; stronger effect = higher value; 310,000 tested, 0.49% active;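 active = B-score above 5 SD of library B-scores, and initial fluorescence ratio not above library mean plus 5 SD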;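 also: positive B-score marks a calcium rise read as TRPC4 activation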
#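 system = HEK293 cells stably co-expressing mouse TRPC4beta and mu-opioid receptor | schedule = Fluo4 dye loading 45 min at room temperature, 110 s recording | measure = B-scored integrated calcium fluorescence ratio | signal = Fluo4 calcium-sensitive dye fluorescence, kinetic, 1 Hz baseline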
# TRPC4 potent – allosteric potentiators of mouse TRPC4 channel; AID 2227; 310,000 tested, 0.42% active; Q9QUQ5; B-score at 10 µM; HEK293 TRPC4beta/mu-opioid, DAMGO EC20, Fluo-4 Ca2+ flux; stronger effect = higher value;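 active = B-score of calcium response area above 5 SD of library B-scores, with initial fluorescence ratio within 5 SD of library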;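 also: B-score of integrated fluorescence ratio over time as area under calcium response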
# ANO1 activ – activates or potentiates the mouse TMEM16A chloride channel | B-score at 10 µM | Q8BHY3 | AID 623877 | 340,000 tested, 0.3% active | HEK293 TMEM16A/YFP-H148Q/I152L, iodide quench fluorescence; stronger effect = lower value;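 active = fluorescence-ratio B-score plate-corrected deviation score at least 3 library SD below zero, with starting fluorescence score within 5 deviations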;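 also: channel opened by trigger with iodide after compound preincubation; score built on the fluorescence ratio of max minus min over baseline; more negative score means more quench and so TMEM16A activation or potentiation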
# RGS4 block – inhibitors of human RGS4; HEK293 M3R/RGS4 inducible, Fluo-4 calcium flux; stronger effect = higher value; triggered by carbachol at its EC20; B-score at 10 µM; 310,000 tested, 0.45% active;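 active = B-score, a plate-corrected calcium signal, over three deviations above library mean, with baseline fluorescence within five deviations of library mean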;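 also: RGS4 expression induced by doxycycline in cells with stable M3 receptor; B-score is computed from the integrated fluorescence ratio over baseline after carbachol; higher B-score means a larger calcium signal and so more RGS4 inhibition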
# TRPC6 act – activates the mouse TRPC6 cation channel | 310,000 tested, 0.13% active | HEK293-TRPC6 membrane potential dye fluorescence; stronger effect = higher value | B-score at 10 µM;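 active = B-score of the integrated fluorescence ratio above library mean plus 3 SD, and starting fluorescence ratio within library mean plus 5 SD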;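 also: higher score means more depolarization so channel activation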
# Numbers without * were called inactive; i = inactive; nt = not tested or not shown. Compounds as they come; about 5.8% have a hit in one of these screens.
# Each structure is followed by: TMEM16A inh | RGS4 block | TRPC6 inh | MrgX1 PAM | TRPC6 act | TRPC4 agonist | MrgX1 antagonist | TRPC4 potent | TRPC4 inh | MrgX1 ag | ANO1 activ
> COc1ccc(/C=C2\SC(=S)N(NC(=O)c3ccncc3)C2=O)cc1OC
 : i | i | i | i | i | i | i | i | i | i | nt
> CCOc1cc(/C=N/NC(N)=O)cc(Br)c1OCC(=O)Nc1ccccc1C
 : i | i | i | i | i | i | i | i | i | i | i
> COc1cc(C(C[N+](=O)[O-])c2c(-c3ccccc3)cc3ccccn23)cc(OC)c1OC (stereo not given)
 : i | i | i | i | i | i | i | i | i | i | i
> COCc1ccc(CN2CCC(C(=O)Nc3cccc(-c4cccc(Cl)c4)c3)CC2)o1
 : i | i | i | i | i | i | i | i | i | i | i
> CCc1cccc(C)c1NC(=O)CCOc1ccccc1
 : i | i | i | i | i | i | i | i | i | i | i
> CCOc1ccc(N(CC(=O)NCCSCc2ccc(Cl)cc2)S(C)(=O)=O)cc1
 : i | i | i | i | i | i | i | i | i | i | i
> COc1ccc(C(=O)O)cc1Nc1cc(C)nc2ncnn12
 : i | i | i | i | i | i | i | i | i | i | i
> COc1ccccc1N(CC(=O)Nc1ccc(S(=O)(=O)N2CCOCC2)cc1)S(C)(=O)=O
 : i | i | i | i | i | i | i | i | i | i | i
> COc1cccc(OCc2cc(C(=O)N(C)C3CC(C)(C)NC(C)(C)C3)no2)c1
 : i | i | i | i | i | i | i | i | i | i | i
> CCc1cccc(NS(=O)(=O)c2ccc3c(c2)n(C)c(=O)n3C)c1
 : i | i | i | i | i | i | i | i | i | i | i
> Cc1cnc(SCc2cnc(C)nc2N)nc1
 : i | i | i | i | i | i | i | i | i | i | i
> CN(CC(=O)Nc1ccccc1Cl)C(=O)COC(=O)Cc1c(F)cccc1Cl
 : i | i | i | i | i | i | i | i | i | i | i
> O=C(Nc1nccs1)C1C2/C=C\CCCCC21 (stereo not given)
 : i | i | i | 12* | i | i | i | i | i | i | i
> C/C(=N\NC(=O)c1nnn(-c2nonc2N)c1CN1CCCCC1)c1ccccc1O
 : i | i | i | i | i | i | i | i | i | i | i
> CC(SC1=NCCN1S(C)(=O)=O)c1ccccc1 (stereo not given)
 : i | i | i | i | i | i | i | i | i | i | i
> O=[N+]([O-])c1ccc(N2CCCC2)cc1NC(c1ccccc1)c1ccccc1
 : i | i | i | i | i | i | i | i | i | i | i
> COc1cccc(C2(O)CCN(C(=O)C3CC3)CC2)c1
 : i | i | i | i | i | i | i | i | i | i | i
> O=C(c1ccc2c3n(nc2c1)-c1ccccc1CO3)N1CCOCC1
 : i | i | i | i | i | i | i | i | i | i | i
> CC(O)CC(C(=O)NNc1ccccc1)C(=O)NNc1ccccc1 (stereo not given)
 : i | i | i | i | i | i | i | i | i | i | i
> O=C(CSc1nc2ccccc2s1)NNC(=O)Nc1ccc(Cl)c(Cl)c1
 : i | i | i | i | i | i | i | i | i | i | i
> C=CCN1C(=O)N/C(=C/c2ccccc2OCC(=O)Nc2ccc(F)cc2)C1=O
 : i | i | i | i | i | i | i | i | i | i | i
> Cc1cc(C)n(/C(=C\N(C)C)C(=O)c2ccc(Cl)cc2)n1
 : i | i | i | i | i | i | i | i | i | i | i
> CCC(C(=O)Nc1c2c(nn1C(C)(C)C)CS(=O)(=O)C2)c1ccccc1 (stereo not given)
 : i | i | i | i | i | i | -8.06* | i | i | i | i
> C=C(C)C1CC=C(C)/C(=N/Nc2ccccc2[N+](=O)[O-])C1 (stereo not given)
 : i | i | i | i | i | i | i | i | i | i | i
> CC1Cc2cc(S(=O)(=O)N3CCCCC3)ccc2N1C(=O)C1CCC1 (stereo not given)
 : i | i | i | i | i | i | i | i | i | i | i
> CCCCc1[nH]c(=O)c(C#N)c2c1CCCC2
 : i | i | i | i | i | i | i | i | i | i | i
> CC(=O)c1c(C)[nH]c(C(=O)Nc2cccc(C)n2)c1C
 : i | i | i | i | i | i | i | i | i | i | i
> CCCOc1ccc(/C=C2/C(=O)ON=C2C)cc1Cl
 : i | i | i | i | i | i | i | i | i | i | i
> CCN1C(=O)N[C@@H](c2cccs2)C(C(=O)OC)=C1C
 : i | i | i | i | i | i | i | i | i | i | i
> O=C(O)c1cccc(N/N=C/c2ccc(OC(F)(F)F)cc2)c1
 : i | i | i | i | i | i | i | i | i | i | i
> CC(=O)c1ccc(NC(=S)NC(=O)/C=C/c2ccco2)cc1
 : i | i | i | i | i | i | i | i | i | i | i
> COc1ccc(CN(C(=O)c2cc3ccccc3oc2=O)C2CCCCC2)cc1OC
 : i | i | i | i | i | i | i | i | i | i | i
> CC(c1ccon1)N(C)Cc1cn(Cc2ccccc2)nc1-c1ccc2c(c1)OCO2 (stereo not given)
 : i | i | i | i | i | i | i | i | i | i | i
> CCOC(=O)c1c(CC(C)C)csc1N
 : i | i | i | i | i | i | i | i | -6* | i | i
> O=C(CN1CCN(S(=O)(=O)c2ccc(F)cc2)CC1)Nc1ccc(Cl)c(C(F)(F)F)c1
 : i | i | i | i | i | i | i | i | i | i | i
> Cn1cnnc1SCC(=O)NNC(=O)COc1ccc(Br)cc1
 : i | i | i | i | i | i | i | i | i | i | i
> COc1cccc(C2C(C(=O)c3cccs3)=C(O)C(=O)N2CCN2CCOCC2)c1OC (stereo not given)
 : nt | i | i | nt | i | i | nt | i | i | nt | i
> CCOc1ccc(NS(=O)(=O)c2ccc(C(=O)NCC(c3ccc(OC)cc3)N3CCOCC3)cc2)cc1 (stereo not given)
 : i | i | i | i | i | i | i | i | i | i | i
> CCOc1ccc(N(CC(=O)N2CCN(c3ccccc3OC)CC2)S(=O)(=O)c2ccc(F)cc2)cc1
 : i | i | i | i | i | i | i | i | i | i | i
> COC(=O)c1ccc(C2/C(=C(/O)c3ccc(Cl)cc3)C(=O)C(=O)N2C2CCS(=O)(=O)C2)cc1 (stereo not given)
 : i | i | i | i | i | i | i | i | i | i | i
> Nc1[nH][nH]c(=O)c1N=Nc1cccc(Cl)c1
 : i | i | i | i | i | i | i | 10* | i | i | i
> COc1cc(/C=C2\C(=O)N(c3ccc(S(N)(=O)=O)cc3)N=C2C)ccc1OC(=O)c1ccco1
 : i | i | i | i | i | i | i | i | i | i | i
> COc1cc(C(=S)N2CCOCC2)cc(OC)c1OS(=O)(=O)c1ccc(NC(C)=O)cc1
 : i | i | i | i | i | i | i | i | i | i | i
> COc1ccc2[nH]c3c(=O)n4c(nc3c2c1)SCCC4
 : i | i | i | i | i | i | i | i | i | i | i
> Cc1cccc(NC(=S)Nc2cccc3ccccc23)c1
 : i | i | i | i | i | i | i | i | i | i | i
> COCCCN1C(=O)C(=O)/C(=C(/O)c2ccc(S(=O)(=O)N3CCOCC3)cc2)C1c1cccc(Cl)c1 (stereo not given)
 : i | i | i | i | i | i | i | i | i | i | i
> Cc1cc(=O)c(C(=O)O)nn1-c1ccccc1Cl
 : i | i | i | i | i | i | i | i | i | i | i
> Cc1ccc(NC(=O)CN2C(=O)COc3ccc(C)cc32)nc1
 : 25* | i | i | i | i | i | i | i | i | i | i
> CCc1ccc(OCC(=O)NNC(=O)c2c(CC)noc2C)cc1
 : i | i | i | i | i | i | i | i | i | i | i
> Cc1ccc(C2(C)NC(=O)N(CC(=O)Nc3nc(-c4ccccn4)cs3)C2=O)cc1 (stereo not given)
 : i | i | i | i | i | i | i | i | i | i | i
> CCOc1cc(C(N)=O)cc(Br)c1OC
 : i | i | i | i | i | i | i | i | i | i | i
> N#C/C(=C\c1ccc(-c2ccccc2)o1)C(=O)Nn1cnnc1
 : i | i | i | i | i | i | i | i | i | i | i
> O=C(NC(Cc1ccccc1)C(=O)O)/C(=C\c1ccc(Cl)cc1)NC(=O)c1ccco1 (stereo not given)
 : i | i | i | i | i | i | i | i | i | i | i
> Cc1cc(NC(=O)CSc2nnnn2-c2ccc(C(C)C)cc2)no1
 : i | i | i | i | i | i | i | i | i | i | i
> Cc1nn(C)c(Cl)c1CN1CCN(CC(C)C)C(CCO)C1 (stereo not given)
 : i | i | i | i | i | i | i | i | i | i | i
> CCOC(=O)C1(Cc2cccc(Cl)c2)CCCN(C(=O)CCC(=O)N(C)C)C1 (stereo not given)
 : i | i | i | i | i | i | i | i | i | i | i
> OC1(CC#CCN2CCCCC2)c2ccccc2-c2ccccc21
 : i | i | i | i | i | i | i | i | i | i | i
> CCCOc1ccc(C(=O)NCC(c2ccco2)N(C)C)cc1OC (stereo not given)
 : i | i | i | i | i | i | i | i | i | i | i
> O=C(Nc1ccc([N+](=O)[O-])cn1)c1cc(-c2cccc(Br)c2)nc2ccccc12
 : i | i | i | i | i | i | i | i | i | i | i
> Cc1sc2ncn(CC(=O)NCCN3CCOCC3)c(=O)c2c1S(=O)(=O)N1CCC(C)CC1
 : i | i | i | i | i | i | i | i | i | i | i

# Other records.
# Each structure is followed by: TMEM16A inh | RGS4 block | TRPC6 inh | MrgX1 PAM | TRPC6 act | TRPC4 agonist | MrgX1 antagonist | TRPC4 potent | TRPC4 inh | MrgX1 ag | ANO1 activ
> Cc1cccc(OCC(=O)OCC(=O)c2c(N)n(C)c(=O)n(C)c2=O)c1
 : i | i | i | i | i | i | i | i | i | i | i
> CSc1nc(-c2ccccc2)nc(NC(=O)C(C)C)c1C(C)=O
 : i | i | i | i | i | i | i | i | i | i | i
> COc1ccc(-c2ocnc2C(=O)N2CCN(C(c3ccccc3)c3ccccc3)CC2)cc1
 : i | i | i | i | i | i | i | i | i | i | i
> CCC(C)[C@@H](CN(N=O)[C@@H](Cc1ccccc1)CN(C)N=O)N(CCc1ccccc1)N=O (stereo not given in full)
 : i | i | i | i | i | i | i | i | i | i | i
> O=C1N=c2ccccc2=C1c1sc(=S)n(Cc2ccccc2Cl)c1O
 : i | i | i | i | i | i | i | i | i | i | i
> COc1ccc2c(c1OC)C(=O)N1c3ccccc3COC21 (stereo not given)
 : i | i | i | i | i | i | i | i | i | i | i
> CCC(c1ccccc1)c1nc(-c2cccnc2)no1 (stereo not given)
 : i | i | i | i | i | i | i | i | i | i | i

# Source: PubChem (Johns Hopkins Ion Channel Center)
